ALOX12 inh – ALOX12 (human) lipoxygenase inhibition | purified 12hLO, xylenol orange hydroperoxide absorbance | Potency, µM (doses to about 108 µM), without a hit: top-dose activity change, negative = inhibition, hits mostly inhibitors | actives 1.1% (n = 580,000); active = well fitted inhibition curve with a large enough effect; inconclusive = small, poorly fitted or top-dose-only effect, or another doubt; inactive = no such curve, though single readings can be large or run the other way
Target sequence (P18054 whole entry, looked up): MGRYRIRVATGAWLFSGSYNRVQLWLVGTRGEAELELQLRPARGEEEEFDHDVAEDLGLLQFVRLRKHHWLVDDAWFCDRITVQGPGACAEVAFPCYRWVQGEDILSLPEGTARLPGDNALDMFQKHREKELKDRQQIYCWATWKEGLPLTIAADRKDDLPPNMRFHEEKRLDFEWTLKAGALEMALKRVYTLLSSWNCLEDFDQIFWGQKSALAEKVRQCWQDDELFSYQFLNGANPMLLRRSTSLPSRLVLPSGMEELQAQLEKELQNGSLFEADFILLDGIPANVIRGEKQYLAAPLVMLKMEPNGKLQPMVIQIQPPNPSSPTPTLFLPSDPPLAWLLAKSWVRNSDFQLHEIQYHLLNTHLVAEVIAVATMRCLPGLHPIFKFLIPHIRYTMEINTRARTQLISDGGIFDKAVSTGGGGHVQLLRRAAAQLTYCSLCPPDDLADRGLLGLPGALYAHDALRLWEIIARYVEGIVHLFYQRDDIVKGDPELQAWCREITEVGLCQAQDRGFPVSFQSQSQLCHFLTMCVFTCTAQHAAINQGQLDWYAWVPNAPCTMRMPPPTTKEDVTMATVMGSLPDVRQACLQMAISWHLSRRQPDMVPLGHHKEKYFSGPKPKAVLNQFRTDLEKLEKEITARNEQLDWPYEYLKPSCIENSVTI
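Purified human 12hLO (150 nM final) in 25 mM Hepes, 0.01% Triton X-100, pH 7.0 was preincubated 15 min at room temperature with compound. Then 40 uM arachidonic acid was added, 30 min. Hydroperoxide was read by Fe-XO absorbance ratio 573/405 nm.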
* marks the source's active call; other numbers are inactive results; ? = inconclusive; [ ] = dose if it differs, or a comment. % is scaled to controls: 0 for no effect and ±100 for the full control effect; potency is read from the fitted curve at half-maximal effect. The list is partial. The share of hits here may be higher or lower than overall.

SMILES	ALOX12 inh
COc1cc(C2CC(=O)Oc3n[nH]c(-c4ccccc4)c32)cc(OC)c1OC (stereo not drawn)	42%[activator]
CN(C)C[C@@H]1CN(Cc2ccccc2)C[C@H]1NC(=O)C1CCC1	17%
O=C(c1cc[n+]([O-])cc1)N1CCCC(CO)(CCCc2ccccc2)C1 (stereo not drawn)	8%
COc1ccc(NC(=O)NCc2cccn2Cc2cccc(F)c2)cc1OC	?
C=CC[C@]12C[C@@]3(O[C@H](c4ccc(C(F)(F)F)cc4)N=C3C[C@H](c3ccc(OC)cc3)[C@H]1C)N(Cc1ccncc1)C2=O	-8%
COc1nc2nc(CCc3ccccc3)n(C)c2cc1Nc1ccncn1	37%[activator][176 µM]
O=C(Nc1ncn[nH]1)C1CC(=O)N(c2ccc3c(c2)OCO3)C1 (stereo not drawn)	-2%
Cc1ccc(C(=O)N2CC(Oc3ccc(F)cc3C)C2)cc1	3%[176 µM]
COc1cc(Cl)ccc1C(=O)NC1CCN(c2cc(-c3ccc(F)cc3)[nH]n2)C1 (stereo not drawn)	-6%
Cc1cccc(OCC(=O)NC2CCc3nn(CC4CC4)c(=O)n3CC2)c1 (stereo not drawn)	47%[activator]
CN1CCC2(CCC1=O)CN(CCCCOc1ccccc1)CCN2C (stereo not drawn)	8%
O=C(NC(NC(=O)c1ccccc1)c1cccc(I)c1F)c1ccccc1	?
CN(Cc1ccccc1)S(=O)(=O)c1ccc2c(c1)NC(=O)CS2	30%[activator]
CC(=O)Nc1ccc(C2Nc3ccccc3C(=O)N2c2ccc(F)cc2)cc1 (stereo not drawn)	-3%
Cc1cccc(OCC(=O)c2ccc3c(c2)N(C(C)C(=O)Nc2ccccc2)C(=O)CO3)c1C (stereo not drawn)	12%
Cc1nn(-c2ccc3nncn3n2)c2c1C(c1ccc(OC(C)C)cc1)CC(=O)N2 (stereo not drawn)	4%
COC[C@@H]1CN(C(=O)c2ccc(C)nc2)C[C@H]1c1nc(C2CC2)no1	28%
COc1cccc(CC(=O)N2C[C@@H](CO)[C@H](c3nc(C4CC4)no3)C2)c1	13%
Cc1ccccc1-c1nc(S(=O)(=O)c2ccc3c(c2)OCCO3)c(N2CCN(C)CC2)o1	?
CCc1cc(=O)oc2cc(OS(=O)(=O)c3sc(C(=O)OC)c(C)c3C(=O)OC)ccc12	43%[activator]
CCNC(=O)CCc1c(C)nn(-c2ccc(F)cc2)c1Oc1ccc(F)cc1F	9%
C[C@]1(CO)[C@H]2Cc3sc(NC(=O)c4cccc(F)c4)nc3[C@@H](CC(=O)N3CCCCC3)[C@]2(C)CC[C@H]1O	2%
Nc1ncccc1CN1CC[C@@H]2OCC(=O)N(Cc3ccccc3)[C@H]2CC1	-3%[176 µM]
CN(C)c1cccc(C(=O)N2CCC3(CC2)N=C(c2cccc(Br)c2)NO3)c1	2%
COc1ccc(C(=O)N[C@@H]2CCC[C@@H]2C(=O)N2CCSCC2)cc1	15%
COc1ccccc1C(=O)N1CC(Oc2cccc(-c3nc(-c4ccccc4)no3)c2)C1	6%
CC(C)CCNc1nc2c([nH]1)c(=O)n(C)c(=O)n2C	4%
CCCCCCCc1ccc(-c2ccc(OC)cc2)nc1	48%
Cc1cc(N2CCNC[C@H]2C)ccc1N1CCN(Cc2ccccc2)[C@H](C)C1	?
Cc1ccc(CNC(=O)CCc2nc(C3CCCN3C(=O)c3ccccc3)no2)o1 (stereo not drawn)	32%[activator]
COc1cccc(NC(=O)N2CCC(Cn3cc(C4CCCC4)nn3)CC2)c1	-1%
Cc1nnc2n1CCC(NC(=O)CCc1nc3ccccc3s1)CC2 (stereo not drawn)	30%
CCNC(=O)NC[C@@H]1C=C(C)[C@H](CC(=O)NCc2ccccn2)C[C@H]1C(C)C	15%[176 µM]
COc1ccc(C2=CC(c3ccc(Cl)cc3)n3nnnc3N2)c(OC)c1 (stereo not drawn)	?
Cc1ccc(C)c(C(=O)NCc2nnc3cc(-c4nc(C)no4)ccn23)c1	29%
CC(C)(C)c1ccccc1NC(=O)c1cnc2ccccc2n1	0%
O=C(Nc1ccc(Br)cc1)c1cc2ccc(O)cc2oc1=O	0%
Cc1ccc(S(=O)(=O)N2CCN(C(C(=O)O)c3c[nH]c4cc(Cl)ccc34)CC2)cc1 (stereo not drawn)	?
CCC(C)NS(=O)(=O)c1cccc2cc(C)cnc12 (stereo not drawn)	?
COc1ccc(CNC(=O)c2cc(Cl)ccc2O)cc1OC	6%
CC(=O)NC1(C)CCN(Cc2ccc(-c3cccc(C(F)(F)F)c3)cc2)C1 (stereo not drawn)	?
CN(C)CCCNC(=O)CNc1nc(Cl)nc2nc[nH]c12	4%
O=C1c2c(nc(COc3ccccc3)n2Cc2ccccc2)NCCN1Cc1cccc(Cl)c1	47%[activator]
O=C(CSc1ccc2c(c1)OCCCO2)NC(=O)c1cccs1	-35%
CN(C)CCN1CCCN(C(=O)CCc2ccccc2)c2ccccc21	14%
COc1cccc(C(=O)N2CCCC(Cc3noc(-c4ccncc4)n3)C2)c1 (stereo not drawn)	14%
CCNCc1ccc(-c2ccc(C(F)(F)F)cc2)o1	?
COC(=O)[C@@H]1Cc2ncn(Cc3ccc(Cl)cc3)c2CN1S(=O)(=O)c1ccc(C#N)cc1	?
C/C=C/Cn1c(SCCCCC)nc2c1c(=O)[nH]c(=O)n2C	?
CC(C)(C)c1ccc(NC(=O)CN2C(=O)COc3ccccc32)cc1	-16%
Cc1ccc(CN2CCC(Cc3nc(-c4cccnc4)n[nH]3)C2)cc1C (stereo not drawn)	53%[activator]
Cc1ccc(Nc2nc(-c3ccc4[nH]c(=O)oc4c3)cs2)cc1F	?
COc1ccc2c(C)c(C(=O)N3CCOC(c4ccc(F)cc4)C3)oc2c1 (stereo not drawn)	-2%
NC(=O)c1cc2c(nc1CC1CC(=O)N(c3ccccc3)C1)CCC2 (stereo not drawn)	4%
O=C1CCN(C(=O)CCCc2ccccc2)CCCCCCN1	55%[activator]
CCOc1cccc(CN2C(=O)C3(CCOCC3)CC2c2nnnn2C(C)(C)C)c1 (stereo not drawn)	6%
Cc1cccc(-c2ocnc2C(=O)Nc2ccc(C)c(Cl)c2)c1	-12%
O=C(Cc1cccc(Cl)c1)N1CCC2(CC1)CCN(Cc1cccs1)c1ccccc1O2	-13%
CC(C)N1C[C@H](O)C[C@H]1c1nnc2n1CCN(C(=O)C1CCOCC1)CC2	91%[activator]
Cc1nccc(-c2ccccc2)c1C(=O)N[C@H]1C[C@@H]2OCC[C@H]12	21%

An excerpt of these results, with bars between the fields:
mol | ALOX12 inh
O=C(Cc1cccc(Cl)c1)N1CCC2(CC1)CCN(Cc1cccs1)c1ccccc1O2 | -13%
CN(C)CCCNC(=O)CNc1nc(Cl)nc2nc[nH]c12 | 4%
Cc1nccc(-c2ccccc2)c1C(=O)N[C@H]1C[C@@H]2OCC[C@H]12 | 21%

The list continues.
SMILES	ALOX12 inh
Cn1nc(CC(=O)NCc2ccccc2F)c2ccccc2c1=O	-19%
COc1ccccc1CNC(=O)[C@@H](C)C1CC[C@@]2(C)CC[C@H](NC(=O)C3CCCCC3)[C@@H](C)[C@@H]2[C@H]1O (stereo partly drawn)	-1%
O=C(COc1ccc2c(=O)c(-c3ccc(Cl)cc3)coc2c1)Nc1nccs1	?
CN1CCC(N2CC[C@H](c3nc4ccc(C(F)(F)F)cc4[nH]3)C2)CC1	41%[176 µM]
CNC(=O)[C@@H]1CN(C(=O)c2cc(C)n(Cc3ccco3)c2C)C[C@H]1CO	44%[activator]
COCC(=O)Nc1ccc([C@H]2OCC(=O)N(Cc3scnc3C)[C@@H]2CO)cc1	?
Cc1ccc(C)c(NC(=O)CN(C)C(=O)c2cccc(S(=O)(=O)NCC3CCCO3)c2)c1 (stereo not drawn)	-5%
O=C(/C=C/c1ccc(F)cc1)NNC(=O)c1ccc(NC(=O)C2CCCCC2)cc1	0%
COc1ccc(Cn2c(C3CCN(C(=O)c4ccccc4)CC3)n[nH]c2=O)cc1	7%
CN(CC(=O)N1CCCC1)c1nc(-c2ccsc2)nc2ccccc12	6%
Cn1c(Oc2ccc(Cl)c(Cl)c2)c(C#N)c(=O)n(C)c1=O	?
O=C(COc1ncnc2ccc(Br)cc12)Nc1ccccc1F	0%
C/C=C(\C)C(=O)OC1C(OC(=O)C2(C)OC2C)c2cc3ccc(=O)oc3cc2OC1(C)C (stereo not drawn)	1%
CCCCCCCCOc1ccc(/C=C(/C#N)C(=O)NCc2ccccc2)cc1	-20%
O=C1CCC2(CCCO2)CCN1Cc1c(F)cccc1F (stereo not drawn)	37%[activator]
CCc1c(C)sc(NC(=O)c2ccc(Cl)c(Cl)c2)c1C#N	?
Cc1ccc(C)c(-c2nn(CC(=O)Nc3ccccc3F)c(=O)c3c2CCCC3)c1	-23%
CC(Sc1ccc2ccccc2n1)C(=O)Nc1ccc(C(N)=O)cc1 (stereo not drawn)	?
Cc1ccc(S(=O)(=O)N2CCN(C(=O)CN3CCCCC3)C2c2ccccc2)cc1 (stereo not drawn)	-10%
Cc1ccc(CN2C(=O)OC(c3cccc(NC(=O)c4cccs4)c3)C2C(=O)NCC(C)C)cc1 (stereo not drawn)	-3%
c1ccc(C(Nc2ccc3nnnn3n2)c2ccccn2)cc1 (stereo not drawn)	15%
CC12CCC3c4ccc(O)cc4CCC3C1CCC2O (stereo not drawn)	51%
Cc1ccc(-n2c(SCC(=O)Nc3ccccc3Cl)nc3c(=O)[nH]cnc32)cc1	-4%
COC(=O)C1=C(C)N(C)C(=O)NC1c1ccc(Br)o1 (stereo not drawn)	-83%
CCN(CC)Cc1nc(C2(O)CCN(C)CC2)cs1	7%[176 µM]
CNC(=O)N1CCC(C2CCN(C(=O)Cc3cccs3)C2)CC1 (stereo not drawn)	21%
CN1CCCC1COc1ccc2c(n1)CN(Cc1ccc(C(F)(F)F)cc1)C(=O)CO2 (stereo not drawn)	25%[176 µM]
CCCCOCCCNC(=O)C[C@H]1C[C@@]2(C(=O)OC)C(=C[C@H](C3CCCC3)O[C@@H]2C)N(Cc2ccccc2)C1=O	-5%
Cc1cccc2c1nc1n2[C@@H](CNS(=O)(=O)c2ccc(F)cc2)COC1	1%[176 µM]
CC(=O)Nc1ccc(C(=O)NC(CC(=O)O)c2ccc(C(C)(C)C)cc2)cc1 (stereo not drawn)	20%
Cc1nc(C2CC(O)C2)cc(N(C)Cc2nccn2Cc2ccccc2)n1 (stereo not drawn)	10%
C[C@]1(CO)[C@H]2Cc3sc(NC(=O)c4ccco4)nc3[C@@H](CC(=O)NC3CCCCC3)[C@]2(C)CC[C@H]1O	5%
CN1C[C@]2(C=C3CCCCC3n3c(=O)n(-c4ccccc4)c(=O)n32)N(C(=O)OCc2ccccc2)C1=NC(=O)c1ccccc1 (stereo partly drawn)	13%
CN(C)C(=O)C1CN(C(=O)Nc2ccccc2F)CC12CCOCC2 (stereo not drawn)	-12%
CN(Cc1cccs1)C(=O)COc1cc2oc(=O)cc(-c3ccccc3)c2cc1Cl	-11%
OCc1cnc2ccccc2c1	21%
Cn1ncc2c(C(=O)NCc3cccnc3)cc(-c3ccc(Cl)nc3)nc21	-14%[6.33 µM]
Cc1ccc(-n2nc3n(c2=O)CCN(C(=O)C(C)(C)C)C3)cc1	-2%[176 µM]
COCCNC(=O)C1COC2(CCN(C(=O)c3ccc(F)cc3)CC2)N1C(=O)c1cccc(C)c1 (stereo not drawn)	8%
CC(C)CCNC(=O)c1cnc2n1CCN(Cc1ccc3c(c1)CCO3)CC2	-2%[176 µM]
O=c1[nH]c(C2CCCN(CC3CCCCC3)C2)nn1-c1ccccc1 (stereo not drawn)	13%[176 µM]
CCn1c(-c2ccc(Br)cc2)cnc1SC(C)C(N)=O (stereo not drawn)	-4%
CCc1c(C)sc(NC(=O)c2ccccc2C)c1C#N	?
COc1cccc2c1OCCCN(C(=O)c1ccc(C3CCCNC3)cc1)C2 (stereo not drawn)	8%
C#CCN(C)C(=O)[C@@H]1CCCN1[C@@H](C(=O)NC)c1ccccc1	?
COc1cccc(CNC(=O)COc2ccc(NC(=O)C3CC3)cn2)c1	36%[activator]

Of the compounds above, these have an NH in an aromatic ring:
SMILES	ALOX12 inh
COc1cc(C2CC(=O)Oc3n[nH]c(-c4ccccc4)c32)cc(OC)c1OC (stereo not drawn)	42%[activator]
O=C(Nc1ncn[nH]1)C1CC(=O)N(c2ccc3c(c2)OCO3)C1 (stereo not drawn)	-2%
COc1cc(Cl)ccc1C(=O)NC1CCN(c2cc(-c3ccc(F)cc3)[nH]n2)C1 (stereo not drawn)	-6%
CC(C)CCNc1nc2c([nH]1)c(=O)n(C)c(=O)n2C	4%
Cc1ccc(S(=O)(=O)N2CCN(C(C(=O)O)c3c[nH]c4cc(Cl)ccc34)CC2)cc1 (stereo not drawn)	?
CN(C)CCCNC(=O)CNc1nc(Cl)nc2nc[nH]c12	4%
C/C=C/Cn1c(SCCCCC)nc2c1c(=O)[nH]c(=O)n2C	?
Cc1ccc(CN2CCC(Cc3nc(-c4cccnc4)n[nH]3)C2)cc1C (stereo not drawn)	53%[activator]
Cc1ccc(Nc2nc(-c3ccc4[nH]c(=O)oc4c3)cs2)cc1F	?
CN1CCC(N2CC[C@H](c3nc4ccc(C(F)(F)F)cc4[nH]3)C2)CC1	41%[176 µM]
COc1ccc(Cn2c(C3CCN(C(=O)c4ccccc4)CC3)n[nH]c2=O)cc1	7%
Cc1ccc(-n2c(SCC(=O)Nc3ccccc3Cl)nc3c(=O)[nH]cnc32)cc1	-4%
O=c1[nH]c(C2CCCN(CC3CCCCC3)C2)nn1-c1ccccc1 (stereo not drawn)	13%[176 µM]
